# Assay outcomes: PubChem, National Center for Advancing Translational Sciences (NCATS)
# HttQ103 aggreg: mutant huntingtin aggregation inhibition; PC12 HttQ103-GFP aggregates, Acumen cytometry, 40 h; Potency, µM (highest dose often 46.1 µM), inactives show at the highest dose activity change, negative = inhibition, usual class: inhibitors; 1.1% of 220,000 active; AID 1688; also: potency is read from the fitted curve at half-maximal effect; % is scaled to controls: 0 for no effect and ±100 for the full control effect; nearly all actives have a fitted effect of over 60% in size
#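 Compounds (qHTS titration) were added to PC12 cells expressing an ecdysone-driven HTT exon 1 Q103–GFP fusion after induction with 100 nM tebufenozide. Aggregate formation was measured as GFP objects in cell lysates.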
# Epigenetic derep: regulators of epigenetic silencing causing reporter derepression in mouse cells; murine LDR cells, GFP reporter derepression, 30 h; Potency, µM (highest dose often 53.9 µM), without a hit: at the top dose GFP activation, most hits filed as activators; AID 1865; 0.2% of 280,000 active; also: potency is read from the fitted curve at half-maximal effect; % of control where 0% means no effect; nearly all actives have a fitted effect of over 60% in size
#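 GFP-positive cell count by laser-scanning cytometry (objects 20–120 um) after 30 h, 37 C compound exposure of murine LDR cells; reporter is CMV-GFP integrated at a silenced locus, inducible by HDAC or DNMT inhibitors.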
# L3MBTL1 block: L3MBTL1 (human) inhibition | Q9Y468 | AlphaScreen L3MBTL1–H3K9me1 peptide binding | Potency, µM (highest dose often 57.1 µM), without a hit: at the highest dose activity, negative = inhibition, actives largely listed as inhibitors | 0.66% of 230,000 active | AID 485360; also: potency is read from the fitted curve at half-maximal effect; % is scaled to controls: 0 for no effect and ±100 for the full control effect; nearly all actives have a fitted effect of over 60% in size
#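 First, the protein-peptide complex forms for 30 min at room temperature (L3MBTL1 50 nM, biotinylated H3K9me1 peptide 75 nM). Next, compounds are pin-transferred and incubated 30 min. Finally, AlphaScreen beads are added and read after 30 min.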
# NPSR antagonist: neuropeptide S receptor (human) antagonism, cAMP | Q6W5P4 | CHO-NPSR cells, cAMP TR-FRET, antagonist mode | Potency, µM (titrated, usually from 38.3 µM), inactives show at the highest dose activity change, negative = inhibition, actives largely listed as inhibitors | 1% of 220,000 active | AID 1461; also: potency is read from the fitted curve at half-maximal effect; % is scaled to controls: 0 for no effect and ±100 for the full control effect; nearly all actives have a fitted effect of over 50% in size; many of its hits are not listed in these tables
# Target sequence (Q6W5P4 whole entry, looked up): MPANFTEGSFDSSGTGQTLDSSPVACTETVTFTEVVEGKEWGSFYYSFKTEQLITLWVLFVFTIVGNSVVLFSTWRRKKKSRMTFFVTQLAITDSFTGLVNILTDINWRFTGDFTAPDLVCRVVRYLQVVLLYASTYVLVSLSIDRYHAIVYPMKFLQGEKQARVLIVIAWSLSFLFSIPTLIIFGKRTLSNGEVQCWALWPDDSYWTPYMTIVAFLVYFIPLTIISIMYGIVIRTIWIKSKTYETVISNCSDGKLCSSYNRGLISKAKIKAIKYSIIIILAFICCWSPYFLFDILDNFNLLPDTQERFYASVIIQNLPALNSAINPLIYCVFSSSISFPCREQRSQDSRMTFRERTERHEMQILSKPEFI
# CBFb-RUNX1 inh: blocks binding between human CBF-beta and RUNX1 | Q01196+Q13951 | AlphaScreen CBFb-His/RUNX1-biotin binding, biochemical | Potency, µM (titrated, usually from 59.8 µM), inactives show top-dose activity, negative = inhibition, usual class: inhibitors | 230,000 tested, under 10 active | AID 1477; also: % of control where 0% means no effect
# Target sequence (Q01196 whole entry, looked up): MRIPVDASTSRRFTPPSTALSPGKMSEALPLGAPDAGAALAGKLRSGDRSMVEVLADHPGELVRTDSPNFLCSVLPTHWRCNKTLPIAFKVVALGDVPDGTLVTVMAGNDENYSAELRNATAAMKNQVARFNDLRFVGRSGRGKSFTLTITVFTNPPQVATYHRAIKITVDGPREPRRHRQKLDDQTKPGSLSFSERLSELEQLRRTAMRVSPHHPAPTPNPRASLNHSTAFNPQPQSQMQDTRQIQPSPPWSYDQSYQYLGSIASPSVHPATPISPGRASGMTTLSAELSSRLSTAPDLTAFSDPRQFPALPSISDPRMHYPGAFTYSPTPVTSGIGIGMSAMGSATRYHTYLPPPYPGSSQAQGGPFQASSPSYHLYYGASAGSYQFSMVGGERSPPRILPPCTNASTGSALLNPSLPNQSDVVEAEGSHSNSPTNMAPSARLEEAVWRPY
# Target sequence (Q13951 whole entry, looked up): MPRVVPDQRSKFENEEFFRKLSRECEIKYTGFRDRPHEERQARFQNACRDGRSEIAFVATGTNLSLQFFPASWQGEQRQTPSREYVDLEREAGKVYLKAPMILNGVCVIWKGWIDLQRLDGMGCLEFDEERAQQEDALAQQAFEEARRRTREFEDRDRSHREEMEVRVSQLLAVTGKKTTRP
#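 CBF-beta (His) and RUNX1 (biotin), 30 nM each; 20 min preassociation; + compound, 15 min; + beads 50 ng each (Ni, streptavidin), 90 min; RT; AlphaScreen read.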
# IMPase Li inh: IMPase inhibition in cells with lithium potentiation | CHO-M1 cells, IP1 TR-FRET (IP-One), carbachol + lithium | Potency, µM (highest dose often 59.4 µM), without a hit: at the highest dose activity, negative = IMPase inhibition, usual class: inhibitors | 0.35% of 210,000 active;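 also: IP1 builds up when IMPase is blocked and the TR-FRET signal falls; potency is read from the fitted curve at half-maximal effect; plate controls were basal vehicle for no effect and high inhibitor control for full effect; nearly all actives have a fitted effect of over 50% in size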
#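 CHO cells stably expressing M1 receptor (2000/well) were cultured 16–30 h, then exposed to compounds with a small lithium addition for 30 min at 37C. IP1 was measured by TR-FRET competition; AC50 from Hill fits.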
# KinaseGlo FLuc: Kinase-Glo luciferase inhibition (counter-screen). 0.28% of 200,000 active. Potency, µM (series often up to 38.3 µM), inactives show at the highest dose activity change, negative = inhibition, usual class: inhibitors. AID 1379. Kinase-Glo luciferase, ATP luminescence, 8 min; also: potency is read from the fitted curve at half-maximal effect; % is scaled to controls: 0 for no effect and ±100 for the full control effect; nearly all actives have a fitted effect of over 60% in size
#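 Light output from Kinase-Glo luciferase with luciferin and 10 uM ATP in 50 mM imidazole pH 7.2, KCl, MgCl2, Tween 20, BSA; compound pin-delivered, 8-min ambient incubation, then luminescence read.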
# Active calls of the source: *; ? = inconclusive; nt = no result given; & = joins results of further samples; [ ] = dose if it differs, or a comment. Calls follow the shape of the dose curve; as a rule, active = well fitted curve in the direction sought with a large enough effect; inconclusive = small, poorly fitted or top-dose-only effect, or another doubt; inactive = no such curve, though single readings can be large; an effect the other way counts as inactive or inconclusive.
SMILES,HttQ103 aggreg,Epigenetic derep,L3MBTL1 block,NPSR antagonist,CBFb-RUNX1 inh,IMPase Li inh,KinaseGlo FLuc
O=C(NCc1ccccc1)/C(=C/c1ccc(OC(F)F)cc1)c1ccccc1,?,-0.9%,12%,?,-1%,nt,nt
O=C1CN(C(=O)COC(=O)c2cccc(S(=O)(=O)NCc3ccccc3)c2)c2ccccc2N1,-9%,-0.1%,nt,-8%[46.1 µM],2%,38%[activator][38.3 µM],16%
O=C(CN1CCC(C(=O)c2ccc3c(c2)OCCO3)CC1)NC1CCCC1,-6%,0.7%,-1%,-14%[46.1 µM],8%,9%[38.3 µM],0%
CS(=O)(=O)Nc1cccc(-c2cncnc2NCc2cccs2)c1,nt,?,nt,nt,nt,6%,-1%
CCn1c(C(=O)OC)cc2c1ccn2-c1ccc(F)cc1,-19%,0.0%,-1%,-4%[46.1 µM],-13%,19%[38.3 µM],1%
COc1cc(NS(=O)(=O)c2ccc(NC(=S)NC(=O)COc3ccccc3OC)cc2)nc(OC)n1,-1%[9.22 µM],3.0%,7%,7%,-4%,8%,-1%
C=C(C)C1CC=C(C)/C(=N/NC(=O)c2ccc(NC(=O)CCC)cc2)C1 (stereo unspecified),12%,2.6%,-1%,-21%[46.1 µM],7%,-4%[38.3 µM],4%
COC(=O)CSc1nnc(-c2ccncc2)n1N,-2%,-0.7%,6%,6%[46.1 µM],10%,-8%[38.3 µM],1%
Cc1ccc(NC(=S)NCc2ccccc2)cc1S(=O)(=O)N1CCCCC1,?,-1.7%,6%,-53%,-4%,15%,-1%
O=C(/C=C/c1ccc([N+](=O)[O-])cc1)NC1CC2CCC1C2 (stereo unspecified),6%,-0.9%,3%,-12%,6%,3%,-2%
CN(C)CCCOc1ccc(C(C)(C)c2ccccc2)cc1,0%,3.8%,nt,16%[46.1 µM],1%,15%[38.3 µM],-1%
CCCCNC(=O)c1ccc(CS(=O)(=O)c2ccc(OC)cc2)o1,-7%,0.0%,nt,-6%[46.1 µM],-1%,-1%[38.3 µM],1%
FC(F)(F)c1ccc(C2[C@H]3CN(CC4CCCCC4)[C@H](c4ccccc4)C34CC2(c2cccnc2)C4)cc1 (stereo partly specified),-17%[9.22 µM],5.5%&-1.2%,nt,-32%,3%&2%,-3%,0%
O=C(N/N=C/c1ccncc1)c1ccc(-n2cccc2)cc1,17%,2.0%,-12%,0%,-24%,-2%,0%
O=C1CC(=O)C(n2cncn2)C(c2c(F)cccc2Cl)C1 (stereo unspecified),6%,0.0%,6%,-3%[46.1 µM],7%,-10%,5%
COC(=O)C1=C(C)N(C(C)C)C(=O)C1(NC(C)=O)C(F)(F)F (stereo unspecified),6%[1.84 µM],0.8%,nt,4%[46.1 µM],4%,29%[38.3 µM],3%
CCOc1ccc(C(C)=O)cc1N1C(=O)C2C3C=CC(O3)C2C1=O (stereo unspecified),?,0.0%,-3%,3%[46.1 µM],-1%,7%[38.3 µM],-5%
Cc1oc2ccc(OCc3ccc(F)cc3)cc2c1C(=O)O,?,-4.3%,2%,-11%[46.1 µM],11%,2%[38.3 µM],0%
CC(=O)Nc1c(Cl)n(C(C)=O)c2ccccc12,-1%,2.3%,nt,-6%[46.1 µM],-3%,2%[38.3 µM],1%
CC1(C)CC(=O)c2cc(OCC(=O)N3CCN(c4ccccc4F)CC3)ccc2O1,-6%,-2.2%,4%,-9%[46.1 µM],4%,0%,3%
Cc1sc(N)nc1C12CC3CC(CC(C3)C1)C2,-24%[9.22 µM],-1.0%,-21%,47%,1%,-14%,-1%
CCCN1Cc2cccc(C(=O)N3CCN(c4ccccc4)CC3)c2C1=O,1%,0.7%,nt,-4%[46.1 µM],4%,6%[38.3 µM],-2%
CCNC(=S)NNC(=O)c1cccnc1,5%,3.5%,9%,-2%[46.1 µM],8%,4%,-1%
CCOc1cc(NC(=S)NCCCN2CCOCC2)c(OCC)cc1NC(=O)c1ccc(OC)cc1,-7%[9.22 µM],1.0%,-18%,-10%,8%,4%,-6%
Cc1noc(C)c1COC(=O)c1cccc(S(=O)(=O)N2CCCCCC2)c1,-14%,-2.4%,14%,0%[7.67 µM],11%,17%[38.3 µM],1%
# The listing continues:
SMILES,HttQ103 aggreg,Epigenetic derep,L3MBTL1 block,NPSR antagonist,CBFb-RUNX1 inh,IMPase Li inh,KinaseGlo FLuc
O=C(N/N=C/c1sc(=O)[nH]c1-[n+]1ccccc1)c1ccccc1[O-],1%[9.22 µM],-0.3%,39%[activator],21%,14%,nt,nt
CCOc1ccc(Br)cc1/C=N/O,4%,-1.8%,nt,-12%[46.1 µM],8%,-12%[38.3 µM],10%
O=C(O)/C=C/c1ccc(S(=O)(=O)N(CCO)CCO)cc1,-12%[9.22 µM],0.0%,-3%,5%,11%,5%,-5%
CC(C)(C)C(=O)NC1CCN(S(=O)(=O)c2ccc(C(F)(F)F)cc2)CC1,-1%,-3.9%,nt,-2%[46.1 µM],4%,18%[38.3 µM],-1%
CCOC(=O)N1CCN(C(=O)c2ccc3c(c2)sc2nc(-c4ccccc4)cn23)CC1,-16%,-0.9%,-7%,-11%[46.1 µM],-8%,20%[38.3 µM],-6%
NS(=O)(=O)c1cnccc1Nc1ccc(Cl)c(Cl)c1,3%,0.1%,4%,5%,9%,-1%,7%
Cn1nc(-c2ccccc2)c2nc3ccccc3nc21,?,7.2%,10%,4%[46.1 µM],6%,-1%[38.3 µM],2%
COc1ccccc1NC(=O)C(=O)NNS(=O)(=O)c1ccc2ccccc2c1,-12%[9.22 µM],-2.7%,nt,0%,15%,nt,nt
Cc1csc2ncnc(N3CCN(C(=O)Nc4ccc(OC(F)(F)F)cc4)CC3)c12,6%[9.22 µM],-1.8%,nt,-42%,14%,nt,nt
Cn1cc([N+](=O)[O-])c(C(=O)Nc2cc(Oc3ccccc3)cc([N+](=O)[O-])c2)n1,44%[9.22 µM],1.5%,7%,-32%,8%,-5%,-2%
OC(COC1CCCCC1)CN1CCN(c2ccccc2)CC1 (stereo unspecified),4%,0.0%,1%,11%[46.1 µM],6%,17%[38.3 µM],1%
O=C(COC(=O)Cc1cccs1)Nc1ccccc1,0%,-0.2%,-7%,1%[46.1 µM],4%,-16%[38.3 µM],-7%
NC(=O)C1CCN(C(=O)c2cc(S(=O)(=O)N3CCOCC3)ccc2Cl)CC1,-4%,-3.8%,10%,11%,5%,-3%,1%
CC(C)NC(=O)C1CCN(C(=O)N(C)C)CC1,-10%,0.0%,12%,-3%[46.1 µM],2%,0%[38.3 µM],4%
O=C1N/C(=N\N=C\c2cccs2)SC1Cc1cccc(Cl)c1 (stereo unspecified),-6%,0.2%,-9%,-21%,-17%,5%,6%
CCOc1cc(CNCCSc2nnnn2C)cc(Br)c1OCc1ccc(F)cc1,-11%,-1.0%,14%,-2%,4%,6%,-1%
O=C(COC(=O)c1n[nH]c2ccccc12)Nc1ccccc1,2%,-1.4%,nt,-4%,6%,4%,-2%
Cc1ccc(CNC(=O)CSc2nc3n[nH]c(C)c3c(=N)n2-c2cccc(C)c2)cc1,-11%,-1.1%&0.7%,nt,?,-4%,15%[38.3 µM],-2%
C[C@@H]1CC=C[C@H]2[C@H]1C(=O)N(Cc1ccccc1)[C@H]2c1ccc2ccccc2c1Br,-42%[9.22 µM],1.6%,nt,10µM*,8%,nt,nt
CC(=O)Nc1ccc(C(F)(F)F)cc1Cl,17%[9.22 µM],-1.6%,8%,-21%,-4%,nt,nt
Cc1ccc(S(=O)(=O)N=Nc2c(O)[nH]c3ccccc23)cc1,-1%,0.0%,nt,3%[46.1 µM],1%,22%[38.3 µM],20%
COC(=O)C(C)Sc1nc2c(c(=O)[nH]c(=O)n2C)n1CCC(C)C (stereo unspecified),-4%,-1.0%,3%,-25%[46.1 µM],12%,-2%,0%
CCCCN(C)/C=N/c1c(C#N)cnn1-c1ccc(C)cc1,-6%,-1.2%,14%,?,8%,18%[38.3 µM],-2%
COc1ccc(NC(=O)C2CC(=O)N(c3cc(C)ccc3C)C2)cc1 (stereo unspecified),-8%,1.7%,-13%,0%[46.1 µM],1%,14%[38.3 µM],2%
CCOc1ccc2nc(NC(=O)CN3CCC(n4nnc5cc(F)ccc54)CC3)sc2c1,?,-0.8%,-7%,-14%[46.1 µM],-8%,29%[38.3 µM],4%
# (cont.)
SMILES,HttQ103 aggreg,Epigenetic derep,L3MBTL1 block,NPSR antagonist,CBFb-RUNX1 inh,IMPase Li inh,KinaseGlo FLuc
Cc1cnc(C)c(N2CCC(C(=O)NC(C)c3cccs3)CC2)n1 (stereo unspecified),-24%,-1.4%,-9%,?,-3%,0%[38.3 µM],-2%
CNC(=O)CSc1nnc(-c2cccs2)o1,-8%,0.0%,nt,-19%[46.1 µM],5%,6%[38.3 µM],1%
O=C(CN1CCN(c2ccc([N+](=O)[O-])cc2)CC1)Nc1ccccn1,-6%,2.1%,-8%,-14%,-4%,4%,3%
Oc1ccccc1-c1nnc(-c2ccc(C(F)(F)F)cc2)o1,-9%,1.9%,4%,-6%[46.1 µM],5%,-4%[38.3 µM],-7%
CC(Oc1ccccc1)C(=O)Nc1nnc(C2CCCCC2)s1 (stereo unspecified),4%[9.22 µM],-2.1%,6%,34%,6%,6%,-1%
O=C(CCCCCCCCN1C(=O)c2ccccc2C1=O)N1CCOCC1,-17%[9.22 µM],0.0%,10%,5%,5%,nt,nt
CCn1cc(C(=O)N2CC=C(c3ccccc3)CC2)c(=O)c2ccc(C)nc21,?,-1.1%,-4%,-19%[46.1 µM],6%,-9%[38.3 µM],0%
CCN(Cc1ccccc1)S(=O)(=O)c1ccc(C(=O)Nc2nnc(-c3ccccc3OC)o2)cc1,22µM*,1.7%,nt,-12%[46.1 µM],-4%,3%[38.3 µM],-3%
O=C(Nc1ccc(F)cc1)Nc1nnc(-c2ccco2)s1,-3%,1.3%,0%,6%,6%,-2%,-2%
COc1ccc(CC(=O)N2CCN=C2SC)cc1OC,18%,1.1%,-3%,12%,-1%,6%,-3%
O=C(COC(=O)/C=C/c1ccc([N+](=O)[O-])cc1)NCC1CCCO1 (stereo unspecified),20%,1.4%,5%,6%,3%,-4%,-1%
O=[N+]([O-])c1cc(-c2nc3nc4ccccc4nc3n2CCc2ccccc2)cc([N+](=O)[O-])c1,13%,-1.8%,33%[activator],-31%,-2%,4%,-1%
COc1cc(Cn2c(-c3nonc3N)nc3ccccc32)ccc1C,0%,2.7%,6%[11.4 µM],6%[46.1 µM],5%,28%[38.3 µM],4%

# These rows are one share of the data; rates above refer to the full screens.
